# ERG-DNA inh = ERG Ets/DNA interaction inhibition | P11308 | fluorescence polarization, His-ERG Ets domain / labelled DNA | Potency, µM (doses to about 76.9 µM), without a hit: top-dose FP activity, negative = inhibition, usual class: inhibitors | hit rate 0.028% among 370,000 | AID 624246; active means well fitted inhibition curve with a large enough effect in the polarisation, with a control signal flat; inconclusive means small, poorly fitted or top-dose-only effect, or effect the other way, or a change in a side signal; inactive means no such curve, though single readings can be large or run the other way; the % refers to the polarisation;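 further: polarization taken with two DNA probes labelled with fluorescein and Texas red; potency means the concentration at half of the fitted maximal effect; % of control where 0% means no effect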
# Target sequence (P11308 whole entry, looked up, the tested form may be a part): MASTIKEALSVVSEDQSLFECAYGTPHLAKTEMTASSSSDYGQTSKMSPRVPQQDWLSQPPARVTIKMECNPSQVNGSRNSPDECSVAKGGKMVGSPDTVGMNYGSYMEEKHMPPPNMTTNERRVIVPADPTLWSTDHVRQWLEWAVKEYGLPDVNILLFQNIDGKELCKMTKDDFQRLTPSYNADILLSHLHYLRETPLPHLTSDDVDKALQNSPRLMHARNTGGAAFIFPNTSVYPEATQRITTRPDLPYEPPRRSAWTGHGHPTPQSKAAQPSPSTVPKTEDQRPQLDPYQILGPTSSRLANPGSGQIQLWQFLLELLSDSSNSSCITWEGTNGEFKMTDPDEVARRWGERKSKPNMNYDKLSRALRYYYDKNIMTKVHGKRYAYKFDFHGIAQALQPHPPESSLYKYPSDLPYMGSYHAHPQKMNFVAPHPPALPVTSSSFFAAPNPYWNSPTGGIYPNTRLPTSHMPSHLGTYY
#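 His-tagged ERG Ets domain (1 uM in the protein solution; 300mM KCl, 50mM Tris-HCl, 1mM EDTA, 1mM DTT, pH 7.5) received compound, then a probe mix of 5 nM fluorescein-DNA and 100nM Texas-615-DNA. Fluorescence polarization was read for both dyes.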
# Vif-APOBEC3F blk = inhibitors of Vif-A3F interaction; HeLa A3F-eYFP + Vif (tagged APOBEC3F with the HIV-1 protein that degrades it), YFP fluorescence increase; Potency, µM (series often up to 46.1 µM), for the others: top-dose activity, negative = active; hit rate 0.2% among 390,000; AID 602313; further: potency means the concentration at half of the fitted maximal effect; % of control where 0% means no effect; nearly all actives have a fitted effect of over 65% in size
#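 Fluorescence increase (Ex 488/Em 500-530) after overnight compound treatment at 37 deg C flags inhibition of Vif-driven A3F-eYFP loss in stable HeLa A3F-eYFP/Vif cells seeded overnight beforehand.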
# D2 antagonist = antagonizes the human D2 dopamine receptor | hit rate 2% among 340,000 | inhibition, % at 10 µM | HEK293 TREx D2 cells, calcium flux, dopamine EC80 | P14416; in the data active means inhibition above about 30%; further: 0% is about no effect
#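 Calcium flux kinetic readout in an inducible HEK293 TREx D2 line plated overnight at 30 C. After 180 s compound exposure, an EC80 dopamine challenge follows with another 180 s kinetic read to detect antagonism.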
# RGS4 inh = human RGS4 inhibition | P49798 | Transcreener GDP fluorescence polarization, RGS4-accelerated GTP hydrolysis | Potency, µM (highest dose often 114 µM), without a hit: at the top dose activity change, negative = inhibition, most hits filed as inhibitors | hit rate 0.039% among 390,000 | AID 504845; further: potency means the concentration at half of the fitted maximal effect; on the % scale 0 is the no-effect control and ±100 the full control effect; nearly all actives have a fitted effect of over 75% in size; some results filed as inactive show a strong effect at the top dose
# Target sequence (P49798 whole entry, looked up): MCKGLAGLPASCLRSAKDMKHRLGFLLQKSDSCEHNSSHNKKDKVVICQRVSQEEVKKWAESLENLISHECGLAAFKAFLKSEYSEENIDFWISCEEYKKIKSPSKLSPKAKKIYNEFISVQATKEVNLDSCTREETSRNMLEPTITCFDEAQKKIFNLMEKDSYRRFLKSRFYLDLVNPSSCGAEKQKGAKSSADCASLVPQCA
#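 MLSMR compounds (23 nl, pin-transferred) preincubated 10 min at room temperature with a 500nM (2x) first reagent, then RGS4 at 900nM (2x) plus Transcreener GDP mix added; fluorescence polarization (620/688 nm) read before and after 90 min at 30 °C.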
# D2 ag = activates the human D2 dopamine receptor; P14416; hit rate 0.53% among 340,000; activation, % at 2 µM; HEK293 T-REx D2 cells, calcium flux agonist mode; AID 485358;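 active means activation over 3 SD above normal in the single-dose calcium agonist read, cut at about 30% in these data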; further: 0% is about no effect
#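 Tetracycline-induced HEK293 Trex cells with D2 receptor force-coupled to calcium signaling, plated overnight at 30 C and loaded with no-wash calcium dye. Calcium flux read kinetically for 180 s after compound addition; responses flag agonists.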
# Vif-APOBEC3G blk = blocks the Vif interaction with human APOBEC3G; hit rate 0.076% among 410,000; AID 602310; Potency, µM (titrated, usually from 46.1 µM), for inactives: at the top dose activity, negative = active, hits mostly inhibitors; HeLa A3G-eYFP + Vif (tagged APOBEC3G with the HIV-1 protein that degrades it), YFP fluorescence, overnight; Q9HC16;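 further: potency means the concentration at half of the fitted maximal effect; on the % scale 0 is the no-effect control and ±100 the full control effect; nearly all actives have a fitted effect of over 60% in size; hits raise eYFP signal because A3G escapes Vif-driven loss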
# Target sequence (Q9HC16 whole entry, looked up): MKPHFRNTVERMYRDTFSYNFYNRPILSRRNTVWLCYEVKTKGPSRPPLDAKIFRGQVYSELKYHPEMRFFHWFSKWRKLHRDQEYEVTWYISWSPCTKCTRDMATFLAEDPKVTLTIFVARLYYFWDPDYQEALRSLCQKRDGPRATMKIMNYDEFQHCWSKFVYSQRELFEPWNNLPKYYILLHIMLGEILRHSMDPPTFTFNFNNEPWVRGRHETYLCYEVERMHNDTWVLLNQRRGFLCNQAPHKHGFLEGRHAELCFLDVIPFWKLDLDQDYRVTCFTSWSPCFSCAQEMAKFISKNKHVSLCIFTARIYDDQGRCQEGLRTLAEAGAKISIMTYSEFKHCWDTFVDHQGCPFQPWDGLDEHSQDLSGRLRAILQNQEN
#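 HeLa cells stably expressing Vif and C-terminally eYFP-tagged A3G, seeded overnight at 37 deg C, then exposed to compound by pintool overnight at 37 deg C. Rise in yellow fluorescence (Ex 488/Em 500-530, Acumen) marks blocked Vif-driven A3G degradation.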
# GRP78 ERSR act = inducers of ER stress response in human glioma cells; hit rate 0.02% among 420,000; U87-MG GRP78 promoter luciferase reporter, 16 h; Potency, µM, without a hit: at the highest dose activation, hits mostly activators; AID 602332; further: potency means the concentration at half of the fitted maximal effect; series mostly up to about 76 µM; % of control where 0% means no effect; nearly all actives have a fitted effect of over 35% in size
#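 Stably transfected U87-MG human glioma cells carrying a GRP78-based luminescent sensor were seeded at 1000 cells/well, pin-dosed with compounds and incubated 16 h. Luciferase reagent was then added, and end-point luminescence was read after 10 min at room temperature.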
# ALOX12 inh = inhibitors of human 12S-lipoxygenase ALOX12 | P18054 | purified 12hLO, xylenol orange hydroperoxide absorbance | Potency, µM (titrated, usually from 108 µM), without a hit: at the highest dose activity change, negative = inhibition, most hits filed as inhibitors | hit rate 1.1% among 580,000 | AID 1671190; further: potency means the concentration at half of the fitted maximal effect; on the % scale 0 is the no-effect control and ±100 the full control effect
#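 Purified human 12hLO (150 nM final) in 25 mM Hepes, 0.01% Triton X-100, pH 7.0 was preincubated 15 min at room temperature with compound. Then 40 uM arachidonic acid was added, 30 min. Hydroperoxide was read by Fe-XO absorbance ratio 573/405 nm.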
# LDHA block = inhibitors of human lactate dehydrogenase A. P00338. purified LDHA, NADH/diaphorase-resazurin fluorescence; stronger effect = lower value. activity change, % (values are at about 110 or 230 µM). hit rate 0.15% among 480,000. AID 1347041; in the data active means activity change below about -30%; inconclusive means mostly about -25% to -30%;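 further: plate controls were DMSO wells for no effect and wells without enzyme for full effect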
#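 Enzyme activity of human lactate dehydrogenase 5 (2 nM; 0.06 mM NADH, 0.2 mM pyruvate, 5 min, RT) is measured via a resazurin/diaphorase fluorescence readout of residual NADH.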
# An asterisk follows results filed as active; ? = inconclusive; . = no result given; & = joins results of further samples; [ ] = dose if it differs, or a comment. Unless noted, the call rests on the fitted dose curve; in most records, active means well fitted curve in the direction sought with a large enough effect; inconclusive means small, poorly fitted or top-dose-only effect, or another doubt; inactive means no such curve, though single readings can be large; an effect the other way counts as inactive or inconclusive.
SMILES,ERG-DNA inh,Vif-APOBEC3F blk,D2 antagonist,RGS4 inh,D2 ag,Vif-APOBEC3G blk,GRP78 ERSR act,ALOX12 inh,LDHA block
COc1ccc([C@H]2CC(=O)C=C(c3ccc4c(c3)OCCO4)C2)cc1,-4%,-4%,-11,-4%,-0.2,-19%,10%,-19%,2
N#CC1(NC(=O)COC(=O)CNC(=O)c2sc3ccccc3c2Cl)CCCCC1,0%,8%,6,17%,0.6,3%,-4%,-18%,1
O=C(O)c1sccc1S(=O)(=O)c1ccccc1,-6%,2%,-9,38%,0.6,-5%,-6%,?,-2
CCOC(=O)N1CCC(NS(=O)(=O)c2ccccc2)CC1,7%,-26%,-16,17%,-1.2,0%,-4%,3%,-4
COc1ccc(-c2noc(CCCC(=O)NC3CCCC3)n2)cc1OC,1%,-3%,14,-22%[56.9 µM],-0.3,0%,-11%,0%,0
Cc1ccc(NC(=O)c2cnc(N3CCCCC3)c3ccccc23)c(C)c1,-2%,-3%,.,-16%,0.1,3%,-7%,-21%,2
O=S(=O)(Nc1cccc(F)c1)c1ccc2[nH]c3c(c2c1)CCCCC3,5%,-2%,.,3%,0.1,-9%,-9%,?,-1
O=C(C1CCC(Cn2c(=S)[nH]c3ccccc3c2=O)CC1)N1CCN(c2ccccn2)CC1 (configuration not stated),12%,-3%,9,2%,1.8,1%,-4%,-3%,-8
NS(=O)(=O)c1ccc(CCNC(=O)c2cc3ccccc3s2)cc1,-22%,-5%,0,-31%,-0.2,-5%,0%,-20%,-8
Cc1noc(C)c1COc1cccc(C(=O)Nc2ccc(Br)cc2F)c1,4%,-6%,.,-16%,.,-23%,6%,-5%,-6
CCOC(=O)C(=N/O)/C(C)=N/NC(C)=O,2%,2%,12,-53%,0.4,2%,-7%,23%,-5
COc1ccc(CN2CCCCC2C(=O)Nc2ccc(OC)c(OC)c2)cc1OC (configuration not stated),.,6%,.,10%,.,-1%,-2%,11%,2
COc1ccc(N2C3=[N+](CCCC3)CC2(C)O)cc1 (configuration not stated),3%,0%,11,22%,0.9,2%,-6%,25%,1
O=C(O)Cc1ccc(NC(=O)Nc2cccc3ccccc23)cc1,-3%,1%,.,-48%,.,2%,-1%,0%,-4
O=C(C1=C[C@H](C2CCCCC2)C[C@H](OCCCCO)O1)N1CCOCC1,1%,-2%,-4,1%,0.5,4%,-3%,11%,-4
O=C(CCc1ccccc1)Nc1ccccc1OC(=O)c1ccccc1,-10%,7%,.,-2%,.,-1%,10%,10%,-7
O=C(c1ccc(NC(=O)C2(c3ccccc3)CCCC2)cc1)N1CCOCC1,-21%,-11%,-4,1%,-0.1,4%,0%,143%[activator],-6
C=CCNC(=S)N/N=C/c1ccc(C)c([N+](=O)[O-])c1,-1%,-9%,-5,8%,-0.7,-3%,-1%,-4%,-9
CC1CCCC(NC(=O)COC(=O)c2c[nH]c(=O)[nH]c2=O)C1C (configuration not stated),-3%,-8%,7,17%,-1.1,-3%,0%,307%[activator],-6
CCO[C@H]1OC(C(=O)NCc2ccccc2)=C[C@@H](c2ccc(Br)cc2)[C@@H]1CCCO,2%,5%,3,-16%,1.0,-9%,-3%,-9%,-1

# The final 2 entries of the section above are carried over, then new ones follow.
SMILES,ERG-DNA inh,Vif-APOBEC3F blk,D2 antagonist,RGS4 inh,D2 ag,Vif-APOBEC3G blk,GRP78 ERSR act,ALOX12 inh,LDHA block
CC1CCCC(NC(=O)COC(=O)c2c[nH]c(=O)[nH]c2=O)C1C (configuration not stated),-3%,-8%,7,17%,-1.1,-3%,0%,307%[activator],-6
CCO[C@H]1OC(C(=O)NCc2ccccc2)=C[C@@H](c2ccc(Br)cc2)[C@@H]1CCCO,2%,5%,3,-16%,1.0,-9%,-3%,-9%,-1
CCCc1cc(=O)[nH]c(SCc2nc(-c3ccccc3F)no2)n1,7%,-3%,.,-17%,.,4%,-2%,-9%,1
O=S(=O)(Nc1ccc(-c2ccc3nncn3n2)cc1)c1cccs1,0%,-15%,-6,7%,-0.3,-4%,0%,-1%,-7
NC(=O)CSc1oc(-c2ccco2)nc1S(=O)(=O)c1ccc(Br)cc1,2%&6%,8%&2%,-13,-42%&-24%,0.4&-2.0,-3%&3%,-3%&-3%,?,-1&-3
O=C(NCCN1C(=O)S/C(=C\c2ccc(OC(F)F)cc2)C1=O)[C@@H]1CCCN1C(=O)c1cccs1,-8%,-16%,2,-22%,-0.6,-1%,-2%,3%,-5
COc1ccc(CNC(=O)CN(C(=O)c2csnn2)c2ccc(F)cc2)cc1,-6%,6%,.,-15%,.,0%,5%,?,0
CCc1nc(Oc2cccc(F)c2)c2oc3ccccc3c2n1,6%,0%,.,10%,0.2,-1%,-1%,-7%,-1
Cc1ccc(S(=O)(=O)NCc2ccncc2)cc1C,-7%,-2%,17,-2%,0.4,2%,1%,1%,-6
CCCCOC(=O)c1ccc(Nc2ncnc3[nH]ncc23)cc1,1%,-4%,.,29%,0.1,-3%,.,-6%,1
O=C(NCCCO)/C(=C\c1cn(-c2ccccc2)nc1-c1cccnc1)NC(=O)c1ccccc1,-7%,4%,-1,10%,0.2,0%,-2%,0%,-12
CC1CCCCC1NC(=O)CCC(=O)N1CCOc2ccc(Cl)cc21 (configuration not stated),-1%,-8%,8,20%[11.4 µM],-1.0,0%,-5%,12%,-10
CC(=O)NC(=S)NNC(=O)C(c1ccccc1)c1ccccc1,-6%,0%,-10,-28%,1.0,-4%,-6%,-20%,-7
CC12C=CC3(O1)C(C(=O)N(c1ccccc1)C3C(=O)NC1CCCC1)C2C(N)=O (configuration not stated),-3%,-10%,-9,9%,0.4,1%,-4%,12%,6
CCOC(=O)c1c(C)c(C(=O)NCCc2ccccc2)c(C)n1C,3%,-6%,-5,37%,-0.1,1%,1%,5%,-13
Cc1nnc2c(NC(C)C)nc3ccccc3n12,-9%,-1%,-3,3%,-0.1,3%,2%,1%,-2
O=C(CSc1nncn1-c1ccccc1)Nc1ccccc1F,-15%,?,-7,8%,-0.3,-5%,0%,-13%,-4
O=C(COn1nnc2ccc(Cl)cc21)Nc1ccc(F)cc1,-17%,-2%,8,-34%[56.9 µM],0.1,4%,-1%,-22%,2
CCOc1cccc(-c2nc3cc(C)ccc3o2)c1,-1%,0%,9,29%,0.3,0%,-3%,0%,-3
O=C(c1cn(Cc2ccccc2)nc1-c1cccnc1)N1CCc2ccccc2C1,-8%,0%,-4,45%,0.0,-1%,-5%,29%,-2
O=C(/C=C/c1cccc(Cl)c1)NCc1ccncc1,0%,1%,-2,17%,-0.3,-3%,-3%,8%,-10
COc1ccc(NC(=O)Nc2ccc(Br)c(C)c2)cc1,-20%,8%,-2,19%,-1.1,2%,3%,7%,-8
Cc1cccc(NC(=O)CN2C(=O)S/C(=C\c3cc(C)n(C)c3C)C2=O)c1,2%,?,4,-23%,0.4,?,-8%,-25%,-4
Cc1ccc(CNC(=O)C2CCCN(S(C)(=O)=O)C2)cc1 (configuration not stated),-21%,-7%,5,8%,-0.1,2%,0%,-18%,0
Cc1ccc(NC(=O)N2CCC(c3nc4c(nnn4Cc4cccc(Cl)c4)c(=O)[nH]3)CC2)cc1,-6%,-1%,-30,3%,-0.1,3%,-1%,9%,1

# One compound at a time, as listed above. Order of values: ERG-DNA inh, Vif-APOBEC3F blk, D2 antagonist, RGS4 inh, D2 ag, Vif-APOBEC3G blk, GRP78 ERSR act, ALOX12 inh, LDHA block
# Record of CCCCOC(=O)c1ccc(Nc2ncnc3[nH]ncc23)cc1 : 1%, -4%, ., 29%, 0.1, -3%, ., -6%, 1
# Record of O=C(COn1nnc2ccc(Cl)cc21)Nc1ccc(F)cc1 : -17%, -2%, 8, -34%[56.9 µM], 0.1, 4%, -1%, -22%, 2

# Five of these compounds in another layout.
SMILES | ERG-DNA inh | Vif-APOBEC3F blk | D2 antagonist | RGS4 inh | D2 ag | Vif-APOBEC3G blk | GRP78 ERSR act | ALOX12 inh | LDHA block
O=C(NCCCO)/C(=C\c1cn(-c2ccccc2)nc1-c1cccnc1)NC(=O)c1ccccc1 | -7% | 4% | -1 | 10% | 0.2 | 0% | -2% | 0% | -12
CC1CCCCC1NC(=O)CCC(=O)N1CCOc2ccc(Cl)cc21 (configuration not stated) | -1% | -8% | 8 | 20%[11.4 µM] | -1.0 | 0% | -5% | 12% | -10
CC(=O)NC(=S)NNC(=O)C(c1ccccc1)c1ccccc1 | -6% | 0% | -10 | -28% | 1.0 | -4% | -6% | -20% | -7
CC12C=CC3(O1)C(C(=O)N(c1ccccc1)C3C(=O)NC1CCCC1)C2C(N)=O (configuration not stated) | -3% | -10% | -9 | 9% | 0.4 | 1% | -4% | 12% | 6
CCOC(=O)c1c(C)c(C(=O)NCCc2ccccc2)c(C)n1C | 3% | -6% | -5 | 37% | -0.1 | 1% | 1% | 5% | -13

# Only part of the results is shown; the hit share may differ from the screen's.
